PRMT1 FP inh = PRMT1 (human) inhibition, primary screen | recombinant PRMT1, activity-based probe fluorescence polarization | Q99873 | inhibition, % at 2.79 µM | 370,000 tested, 1.3% active;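 active means inhibition above about 21% made by adding two undisclosed values, limit read from the data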
Target sequence (Q99873 whole entry, looked up): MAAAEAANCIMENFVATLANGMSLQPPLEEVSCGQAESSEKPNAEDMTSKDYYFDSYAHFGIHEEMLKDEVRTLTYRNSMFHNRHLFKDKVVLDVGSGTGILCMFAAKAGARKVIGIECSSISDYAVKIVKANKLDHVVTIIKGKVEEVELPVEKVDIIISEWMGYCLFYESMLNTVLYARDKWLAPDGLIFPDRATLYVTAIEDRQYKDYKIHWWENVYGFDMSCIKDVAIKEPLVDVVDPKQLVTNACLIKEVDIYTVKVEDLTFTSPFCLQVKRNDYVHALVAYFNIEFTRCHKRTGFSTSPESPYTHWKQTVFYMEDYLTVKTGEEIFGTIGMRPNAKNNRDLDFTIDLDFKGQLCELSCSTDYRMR
HTRA1 inh = blocks human HTRA1 serine peptidase | inhibition, % at 5.96 µM | recombinant HTRA1, FP-rhodamine activity-based probe, fluorescence polarization | AID 504803 | 340,000 tested, 0.5% active | Q92743; in the data active means inhibition above about 36%;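 further: 0% = enzyme with DMSO and 100% = wells lacking enzyme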
Target sequence (Q92743 whole entry, looked up): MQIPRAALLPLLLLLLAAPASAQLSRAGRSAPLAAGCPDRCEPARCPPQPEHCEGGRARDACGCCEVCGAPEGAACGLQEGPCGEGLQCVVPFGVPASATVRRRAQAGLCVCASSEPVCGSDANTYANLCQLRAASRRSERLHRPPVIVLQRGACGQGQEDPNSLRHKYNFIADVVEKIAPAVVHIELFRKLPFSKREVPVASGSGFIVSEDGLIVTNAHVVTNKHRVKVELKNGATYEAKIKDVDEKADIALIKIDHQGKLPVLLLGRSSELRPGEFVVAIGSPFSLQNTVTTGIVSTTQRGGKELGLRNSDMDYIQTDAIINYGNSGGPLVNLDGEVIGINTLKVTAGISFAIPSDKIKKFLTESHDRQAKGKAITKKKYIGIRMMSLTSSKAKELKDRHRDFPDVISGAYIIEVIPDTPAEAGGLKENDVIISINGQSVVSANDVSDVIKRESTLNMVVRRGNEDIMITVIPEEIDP
ABHD4 inh = inhibitors of mouse ABHD4 | purified mABHD4, FP-Rh probe fluorescence polarization | inhibition, % at 8.92 µM | 370,000 tested, 0.54% active | AID 720543;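 active means inhibition exceeding the mean over every tested compound plus 3 SD, cut at about 30% in these data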;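 further: 0% = plate median of compound wells and 100% = S159A mutant with DMSO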
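Assay system: mouse ABHD4 enzyme, wild type / Also added: fluorescent activity-based probe FP-Rh / Doses: single nominal dose of 8.92 µM, 0.89% DMSO final / Timing: 45 min compound pre-incubation plus 60 min probe step, 25 °C / Signal: FP readout, ex 525 nm / em 598 nm / Control set: S159A mutant/DMSO as 100%, compound-well median as 0%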
GC-B act = GC-B (human) receptor activation; HEK293-GC-B cells, CNP EC30, cGMP TR-FRET; 0% at EC30 CNP, 100% saturating CNP; activation, % at 10 µM; 370,000 tested, 0.11% active; AID 1920062;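 active means activation at 10 µM reaching about 35% in either raw or pattern-adjusted values, limit read from the data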
NPR1 activator = GC-A (human) enzyme activation. P16066. HEK293 GC-A cells, cGMP TR-FRET, EC30 ANP; 0% at EC30 ANP, 100% saturating ANP. activation, % at 10 µM. 370,000 tested, 0.14% active. AID 1671463; in the data active means activation above about 40%
rCAG RNA binder = r(CAG) repeat RNA binding. TO-PRO-1 dye displacement fluorescence. AID 651821. inhibition, % at 3 µM. 370,000 tested, 1.3% active;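 active means inhibition above the plate cutoff, the mean of all test compounds on that plate plus 3 SD, cut at about 35% in these data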;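 further: 0% = DMSO alone and 100% = 100 µM mitoxantrone as full dye displacement; higher means more dye released from RNA so lower well fluorescence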
SIAE primary = blocks human sialic acid acetylesterase; SIAE FP-Rh probe binding, fluorescence polarization; inhibition, % at 9.66 µM; 370,000 tested, 0.69% active;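 active means inhibition above a cutoff: mean of compounds within the control limits plus 3 SD of those, cut at about 17% in these data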;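 further: 0% = plate median of compound wells and 100% = probe without SIAE protein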
UHRF1 MBD2 ctr = blocks human UHRF1 binding to methylated DNA | 370,000 tested, 0.75% active | inhibition, % at 4.4 µM | UHRF1 binding to methylated oligo, TR-FRET | AID 687016; in the data active means inhibition above about 21%;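 further: UHRF1 SRA domain binding a hemimethylated CpG hairpin DNA probe; 0% = median of test compound wells and 100% = reference inhibitor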
MBD2 DNA inh = inhibitors of human MBD2 binding to methylated oligonucleotide. Q9UBB5. AID 686964. 370,000 tested, 0.31% active. inhibition, % at 4.4 µM. TR-FRET; in the data active means inhibition above about 13%
TCR CD3 inh = blocks the human TCR-CD3 interaction | TAMRA-labeled TCR probe fluorescence, biochemical | inhibition, % at 9.4 µM | 360,000 tested, 0.37% active | AID 651800; in the data active means inhibition above about 19%;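 further: recombinant mutant TCR 2C K166C tagged with TAMRA read by polarization; 0% = receptor in buffer alone and 100% = receptor with positive control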
The depositor's hits bear a star. The list is partial; the hit share may differ from the screen's.

CCCn1nnc(NC(=O)c2ccc(-c3ccccc3)cc2)n1 was read as PRMT1 FP inh 2, HTRA1 inh -6, ABHD4 inh 4, GC-B act -5, NPR1 activator 5, rCAG RNA binder -5, SIAE primary 5, UHRF1 MBD2 ctr 4, MBD2 DNA inh 1 and TCR CD3 inh -6.
For NNc1ccc(Cc2ccc(Cl)cc2Cl)nn1 the results were PRMT1 FP inh 2, HTRA1 inh 7, ABHD4 inh 6, GC-B act 7, NPR1 activator 0, rCAG RNA binder -3, SIAE primary -2, UHRF1 MBD2 ctr 1, MBD2 DNA inh 3 and TCR CD3 inh -8.
CC(=O)Nc1ccc(SC[C@H](Cc2ccccc2)N2CC[C@@H](C)CCC2=O)cc1 was read as PRMT1 FP inh 13, HTRA1 inh -12, ABHD4 inh 0, GC-B act 0, NPR1 activator -3, rCAG RNA binder -5, SIAE primary -5, UHRF1 MBD2 ctr 5, MBD2 DNA inh -2 and TCR CD3 inh -2.
COc1cccc(-c2cc(C(=O)N3CCCCC3C)no2)c1 (centres undefined) was read as PRMT1 FP inh 0, HTRA1 inh -2, ABHD4 inh 5, GC-B act 3, NPR1 activator -2, rCAG RNA binder -5, SIAE primary -3, UHRF1 MBD2 ctr 0, MBD2 DNA inh -2 and TCR CD3 inh 1.
For Cc1ccc(C(=O)Oc2cc(C)[nH]c(=O)c2[N+](=O)[O-])cc1 the results were PRMT1 FP inh 5, HTRA1 inh 4, ABHD4 inh -17, GC-B act 9, NPR1 activator 3, rCAG RNA binder 3, SIAE primary -3, UHRF1 MBD2 ctr 9, MBD2 DNA inh 10 and TCR CD3 inh 2.
Screening CCn1c(SCC(=O)c2ccc(-c3ccccc3)cc2)nnc1-c1ccccc1OC returned PRMT1 FP inh -2, ABHD4 inh -19, GC-B act -12, NPR1 activator -3, rCAG RNA binder 5, SIAE primary -4, UHRF1 MBD2 ctr -3 and MBD2 DNA inh -5.
CC(C)CCNC(=O)CCS(=O)(=O)c1cccc2nonc12 was read as PRMT1 FP inh 3, HTRA1 inh -5, ABHD4 inh 0, GC-B act -1, NPR1 activator 3, rCAG RNA binder -1, SIAE primary -1, UHRF1 MBD2 ctr 7, MBD2 DNA inh -5 and TCR CD3 inh -2.
Screening Cc1cccc(NC(=S)NC(=O)c2oc3ccccc3c2C)n1 returned PRMT1 FP inh 2, HTRA1 inh -4, ABHD4 inh 2, GC-B act -7, NPR1 activator -2, rCAG RNA binder 6, SIAE primary 0, UHRF1 MBD2 ctr 2, MBD2 DNA inh -1 and TCR CD3 inh 3.
For COC(=O)[C@H](Cc1c[nH]c2ccccc12)NC(=O)Nc1ccccc1OC the results were PRMT1 FP inh -4, HTRA1 inh 2, ABHD4 inh -2, GC-B act 2, NPR1 activator -4, rCAG RNA binder 1, SIAE primary 5, UHRF1 MBD2 ctr -3, MBD2 DNA inh 2 and TCR CD3 inh -2.
For Oc1ccc(-c2onc3ccc(Cl)cc23)cc1 the results were PRMT1 FP inh 2, HTRA1 inh -6, ABHD4 inh -4, GC-B act 4, NPR1 activator 5, rCAG RNA binder 5, SIAE primary -4, UHRF1 MBD2 ctr -4, MBD2 DNA inh -1 and TCR CD3 inh 7.
COc1ccc(C(=O)Nc2ccc(SC(F)F)cc2)cc1 was read as PRMT1 FP inh 8, HTRA1 inh -1, ABHD4 inh 6, GC-B act -3, NPR1 activator 7, rCAG RNA binder 0, SIAE primary -5, UHRF1 MBD2 ctr 2, MBD2 DNA inh 3 and TCR CD3 inh 8.
For CCOC(=O)C1CCCN(Cc2nc(N)nc(Nc3ccc(Cl)cc3)n2)C1 (centres undefined) the results were PRMT1 FP inh 3, HTRA1 inh -11, ABHD4 inh -14, GC-B act -5, NPR1 activator 2, rCAG RNA binder -6, SIAE primary -1, UHRF1 MBD2 ctr 0, MBD2 DNA inh -3 and TCR CD3 inh -4.
For COc1ccc2oc(=O)cc(C)c2c1 the results were PRMT1 FP inh -1, HTRA1 inh 1, ABHD4 inh 2, GC-B act 1, NPR1 activator 3, rCAG RNA binder 0, SIAE primary -2, UHRF1 MBD2 ctr -5, MBD2 DNA inh 0 and TCR CD3 inh 2.
`COC(=O)c1ccc(-c2cccc(CN3CCN(c4ncc(Cc5ccccc5)cn4)CC3)c2)cc1` gave PRMT1 FP inh 5, ABHD4 inh 6, GC-B act 3, NPR1 activator -4, rCAG RNA binder 4, SIAE primary -6, UHRF1 MBD2 ctr 0, MBD2 DNA inh 5 and TCR CD3 inh -5.
For Cc1ccc(S(=O)(=O)N2CCC(C(=O)N3CCC[C@H]3C(=O)NC3CCS(=O)(=O)C3)CC2)cc1 (some centres undefined) the results were PRMT1 FP inh 3, HTRA1 inh -6, ABHD4 inh -5, GC-B act 2, NPR1 activator 6, rCAG RNA binder 5, SIAE primary 4, UHRF1 MBD2 ctr 6, MBD2 DNA inh -2 and TCR CD3 inh -1.
`CC(C)(C)C(O)CN1CCCC1` (centres undefined) gave PRMT1 FP inh -9, HTRA1 inh 1, ABHD4 inh 3, GC-B act 2, NPR1 activator 0, rCAG RNA binder 0, SIAE primary 0, UHRF1 MBD2 ctr -1, MBD2 DNA inh -4 and TCR CD3 inh 6.
For CSc1nc(C)c(CCOCc2ccc(F)cc2)c(=O)[nH]1 the results were PRMT1 FP inh -1, ABHD4 inh 3, GC-B act -1, NPR1 activator 2, rCAG RNA binder -4, SIAE primary -5, UHRF1 MBD2 ctr 0, MBD2 DNA inh -3 and TCR CD3 inh -4.
Screening N#CC12C(=O)NC(=O)C1(C#N)C21CCCC1 (centres undefined) returned PRMT1 FP inh 2, HTRA1 inh 1, ABHD4 inh 2, GC-B act 5, NPR1 activator 3, rCAG RNA binder 1, SIAE primary 3, UHRF1 MBD2 ctr 2, MBD2 DNA inh -1 and TCR CD3 inh -12.
Screening CC(=O)c1cc(C)c(OC(=O)c2ccccc2)c(C)c1 returned PRMT1 FP inh 2, HTRA1 inh -11, ABHD4 inh -1, GC-B act -2, NPR1 activator -2, rCAG RNA binder 2, SIAE primary 1, UHRF1 MBD2 ctr 2, MBD2 DNA inh 2 and TCR CD3 inh -4.
`O=C(NCCc1cccnc1)C1CCC(=O)N(CCc2cccc(F)c2)C1` (centres undefined) gave PRMT1 FP inh -4, HTRA1 inh 8, ABHD4 inh 7, GC-B act -2, NPR1 activator 4, rCAG RNA binder -2, SIAE primary 6, UHRF1 MBD2 ctr -2, MBD2 DNA inh -5 and TCR CD3 inh 3.
CCOc1ccc(NS(=O)(=O)c2cc3c4c(c2)CCN4C(=O)CC3)cc1 was read as PRMT1 FP inh -5, HTRA1 inh -6, ABHD4 inh -5, GC-B act -2, NPR1 activator -1, rCAG RNA binder 0, SIAE primary -1, UHRF1 MBD2 ctr 2, MBD2 DNA inh 0 and TCR CD3 inh 2.
`O=C(Cn1nnc(-c2cccs2)n1)OC1CCCCC1` gave PRMT1 FP inh -1, HTRA1 inh 2, ABHD4 inh 7, GC-B act -3, NPR1 activator 1, rCAG RNA binder -4, SIAE primary 1, UHRF1 MBD2 ctr 2, MBD2 DNA inh 0 and TCR CD3 inh 1.
COc1ccc(N2CCN(Cc3nc4c(c(=O)[nH]c(=O)n4C)n3CC(C)=O)CC2)cc1 was read as PRMT1 FP inh -1, HTRA1 inh -10, ABHD4 inh -5, GC-B act -14, NPR1 activator -6, rCAG RNA binder 0, SIAE primary 6, UHRF1 MBD2 ctr -1, MBD2 DNA inh -3 and TCR CD3 inh 4.
O=C(CCNS(=O)(=O)c1ccccc1C(F)(F)F)NC1CCCCCC1 was read as PRMT1 FP inh -5, HTRA1 inh -11, ABHD4 inh -2, GC-B act -2, NPR1 activator 2, rCAG RNA binder -4, SIAE primary 0, UHRF1 MBD2 ctr 2, MBD2 DNA inh -5 and TCR CD3 inh 0.
O=C1NN(c2ccc(Br)cc2)C(=O)/C1=C\c1ccc(O)cc1O was read as PRMT1 FP inh 6, HTRA1 inh 6, ABHD4 inh 25, GC-B act -5, NPR1 activator 2, rCAG RNA binder 46*, SIAE primary 7, UHRF1 MBD2 ctr 0, MBD2 DNA inh 5 and TCR CD3 inh -4.
`O=C(c1ccc(Cl)cc1)n1cnc2ccccc21` gave PRMT1 FP inh -2, HTRA1 inh 17, ABHD4 inh -2, GC-B act 4, NPR1 activator -1, rCAG RNA binder 3, SIAE primary 1, UHRF1 MBD2 ctr 0, MBD2 DNA inh -3 and TCR CD3 inh 4.
COc1cc(/C=N\NC(=O)c2sc(N)nc2C)cc(OC)c1OC was read as PRMT1 FP inh 2, HTRA1 inh 4, ABHD4 inh 6, GC-B act 23, NPR1 activator 24, rCAG RNA binder -3, SIAE primary -2, UHRF1 MBD2 ctr -1, MBD2 DNA inh 0 and TCR CD3 inh -6.
`Cc1nc(N2CCOCC2)nc(Oc2ccccc2)c1[N+](=O)[O-]` gave PRMT1 FP inh 1, HTRA1 inh -6, ABHD4 inh -3, GC-B act -4, NPR1 activator -1, rCAG RNA binder -2, SIAE primary 1, UHRF1 MBD2 ctr -1, MBD2 DNA inh 0 and TCR CD3 inh 5.
O=C1CCCC(=O)C1Sc1ccc(Cl)cc1 was read as PRMT1 FP inh 2, HTRA1 inh 10, ABHD4 inh -1, GC-B act 2, NPR1 activator 0, rCAG RNA binder -1, SIAE primary -2, UHRF1 MBD2 ctr 3, MBD2 DNA inh -2 and TCR CD3 inh 0.
For CN1CCCC2(CCCN(Cc3nc(Cc4cccc(C(F)(F)F)c4)no3)C2)C1 (centres undefined) the results were PRMT1 FP inh 3, HTRA1 inh -5, ABHD4 inh 2, GC-B act -4, NPR1 activator -2, rCAG RNA binder -8, SIAE primary -3, UHRF1 MBD2 ctr 2, MBD2 DNA inh -1 and TCR CD3 inh -1.
`CC1(C)CC(NC(=O)c2ccccc2F)CC(C)(C)N1` gave PRMT1 FP inh -6, HTRA1 inh 4, ABHD4 inh 0, GC-B act 4, NPR1 activator -1, rCAG RNA binder -2, SIAE primary -8, UHRF1 MBD2 ctr -2, MBD2 DNA inh -5 and TCR CD3 inh 7.
`O=C(CCN1C(=O)/C(=C/c2ccccc2Cl)SC1=S)Nc1ccccc1C(=O)O` gave PRMT1 FP inh 8, HTRA1 inh -7, ABHD4 inh -12, GC-B act 0, NPR1 activator 2, rCAG RNA binder 29, SIAE primary -7, UHRF1 MBD2 ctr -1, MBD2 DNA inh 1 and TCR CD3 inh 1.
CN(C)C(=O)c1cc(C(=O)c2ccccc2)c[nH]1 was read as PRMT1 FP inh -1, HTRA1 inh 2, ABHD4 inh 5, GC-B act -3, NPR1 activator 4, rCAG RNA binder 0, SIAE primary 1, UHRF1 MBD2 ctr 0, MBD2 DNA inh -2 and TCR CD3 inh 2.
Screening O=C(O)c1cc(NC(=O)c2cccc(F)c2)cc(NC(=O)c2cccc(F)c2)c1 returned PRMT1 FP inh 8, HTRA1 inh 0, ABHD4 inh -17, GC-B act 0, NPR1 activator 4, rCAG RNA binder 22, SIAE primary -11, UHRF1 MBD2 ctr 5, MBD2 DNA inh 11 and TCR CD3 inh -5.
For CC(OC(=O)c1ccc2ccccc2n1)C(=O)c1ccccc1 (centres undefined) the results were PRMT1 FP inh -5, HTRA1 inh 6, ABHD4 inh -1, GC-B act 0, NPR1 activator -1, rCAG RNA binder 1, SIAE primary -2, UHRF1 MBD2 ctr -2, MBD2 DNA inh -7 and TCR CD3 inh -1.

Screening results (PubChem)
